# Bioassay records from PubChem BioAssay.
# TRPM1 prom inh: inhibitors of MITF-driven TRPM1 promoter in melanoma cells | SK-MEL-5 TRPM1 promoter luciferase, 24 h | inhibition, % at 12.5 µM | hit rate 0.83% among 330,000 | AID 488899;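 active means mean inhibition across replicates of 60% or more, whatever share of single replicates reaches that level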; further: values of inactives mirror those of a sister screen read the other way
# CaV13 ICDI inh: Disruptors of the CACNA1D IQ motif to Ca2+-dependent inactivation inhibitor domain association, primary screening, Förster resonance energy transfer in intact living …; AID 743397; hit rate 0.098% among 340,000; inhibition, % at 12.3 µM; HEK cells, CFP/YFP FRET ICDI-IQ, plate reader, 10 min; percent FRET-ratio fall versus neutral wells;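 active means mean replicate inhibition of at least 30% and at least 1% of replicates passing that level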;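 further: 0% = median of the neutral control wells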
# NR2E3 ag-1: activates human NR2E3 receptor; hit rate 0.35% among 360,000; CHO-S Gal4-NCOR/VP16-NR2E3 two-hybrid, luciferase; AID 602229; inhibition of corepressor binding, % at 3.98 µM; Q9Y5X4;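 active means inhibition above the mean of all tested compounds plus 3 SD, cut at about 70% in these data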;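 further: 0% = DMSO with NR2E3 transfected cells and 100% = cells lacking NR2E3 construct; higher means lower luciferase signal from less NR2E3 corepressor binding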
# Target sequence (Q9Y5X4 whole entry, looked up, the tested form may be a part): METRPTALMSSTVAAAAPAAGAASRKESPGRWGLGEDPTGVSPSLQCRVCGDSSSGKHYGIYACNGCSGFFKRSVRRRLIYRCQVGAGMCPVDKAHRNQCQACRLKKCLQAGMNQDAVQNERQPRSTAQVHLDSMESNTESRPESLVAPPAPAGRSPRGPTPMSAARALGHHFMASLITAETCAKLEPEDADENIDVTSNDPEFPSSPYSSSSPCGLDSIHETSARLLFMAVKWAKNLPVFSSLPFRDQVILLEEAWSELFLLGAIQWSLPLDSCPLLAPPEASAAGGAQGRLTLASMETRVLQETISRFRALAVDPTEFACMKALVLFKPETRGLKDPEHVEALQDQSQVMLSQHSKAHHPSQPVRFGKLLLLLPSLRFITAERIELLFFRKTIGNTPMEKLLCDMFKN
# PDI turbidity: PDI (human) enzyme inhibition | P07237 | PDI insulin aggregation turbidity, A650, 90 min | inhibition, % at 10 µM | hit rate 0.052% among 350,000 | AID 588391;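 active means mean inhibition across replicates of 30% or more, whatever share of single replicates reach that level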;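 further: absorbance from insulin aggregation driven by PDI reduction with DTT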
# Target sequence (P07237 whole entry, looked up): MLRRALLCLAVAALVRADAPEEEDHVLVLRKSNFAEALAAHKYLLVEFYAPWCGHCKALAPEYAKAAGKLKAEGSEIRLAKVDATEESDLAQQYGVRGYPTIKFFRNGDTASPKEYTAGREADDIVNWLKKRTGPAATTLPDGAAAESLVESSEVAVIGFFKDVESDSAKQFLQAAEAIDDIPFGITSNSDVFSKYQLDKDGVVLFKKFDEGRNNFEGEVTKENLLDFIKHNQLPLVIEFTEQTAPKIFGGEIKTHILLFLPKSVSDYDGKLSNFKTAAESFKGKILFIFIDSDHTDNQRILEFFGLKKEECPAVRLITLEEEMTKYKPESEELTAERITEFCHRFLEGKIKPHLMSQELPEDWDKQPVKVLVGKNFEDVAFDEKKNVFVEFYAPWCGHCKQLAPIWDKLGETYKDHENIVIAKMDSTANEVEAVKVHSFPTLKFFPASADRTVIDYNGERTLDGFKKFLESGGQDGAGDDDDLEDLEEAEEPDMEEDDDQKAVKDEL
# Peg3 promoter: inhibitors of Peg3 promoter. inhibition, % at 20 µM. HeLa PEG-Prom luciferase reporter, luminescence, overnight. hit rate 1.7% among 360,000. AID 588405;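 active means inhibition of at least 50% at 20 µM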
# CF NFkB block: blocks PAF-induced NF-kB reporter in cystic fibrosis cells | KKLEB NF-kB-GFP reporter, GFP fluorescence overnight | inhibition, % at 5 µM | hit rate 0.86% among 360,000 | AID 588850;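 active means at least 50% inhibition at 5 µM, scaled per plate between neutral and stimulator controls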;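 further: PAF is a Pseudomonas aeruginosa culture filtrate used as stimulus; plate controls were PAF-stimulated DMSO wells for no effect and unstimulated DMSO wells for full effect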
# NR2E3 ag-2: activates human photoreceptor nuclear receptor NR2E3; GST-NR2E3/biotin-RetCOR TR-FRET, 1536-well; AID 2300; inhibition of corepressor binding, % at 4.78 µM; hit rate 0.12% among 320,000; Q9Y5X4;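 active means percent inhibition above the cutoff of mean plus 3 SD of all tested compounds, set per screening campaign, cut at about 20% in these data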;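 further: 0% = DMSO wells and 100% = biotin wells as full block of FRET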
#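 Material: NR2E3–RetCOR corepressor complex | Quantity: 1.35 nM GST-tagged NR2E3 final | Schedule: 5 h at 4 °C | Replication: Singlicate compound wells | Reagent: RetCOR corepressor, biotinylated, 7 nM | Controls: Biotin wells as high control, 0.6% DMSO wells as low control | Signal: TR-FRET, Eu(K)-anti-GST donor, streptavidin-D2 acceptor, ex 340, em 617/671 nm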
# KKLEB cytotox: counter-screen for CF NF-kB inhibitors: cytotoxicity. KKLEB CF airway cells viability, ATPlite luminescence, overnight; active compounds read low; cells stimulated with P. aeruginosa culture filtrate. activity change (cytotoxicity), % at 5 µM. hit rate 0.36% among 360,000;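 active means corrected activity change at or below -50% at 5 µM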
# HIF-2a inh: blocks HIF-2a reporter activity; 786-0 RCC cells HIF-2a reporter, luciferase luminescence, overnight; inhibition, % at 18.8 µM; hit rate 0.72% among 360,000; AID 624352;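 active means inhibition of the luminescence signal of 40% or more relative to plate controls, in a single-dose primary screen at 18.75 µM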
# Vif inh: inhibitors of HIV Vif. AID 602346. HEK293T cells, Vif self-association by quenched fluorescence, imaging, 24 h. inhibition, % at 7.49 µM. hit rate 0.35% among 340,000; in the data active means inhibition above about 50%, passing the limit was not always enough; further: some results filed as inactive read as strong as hits
# Shn3 3UTR inh: inhibitors of Schnurri-3 3'UTR reporter in osteoblasts. Clone20 osteoblast Shn3 3'UTR firefly luciferase, 24 h. inhibition, % at 12.5 µM. hit rate 0.52% among 360,000;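 active means mean inhibition of at least 75% with every replicate also reaching 75%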;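 further: 0% = median of neutral control wells and 100% = pilot-screen positive control compound; some compounds past the cut are filed as inactive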
# * marks the source's active call; other numbers are inactive results; x = not tested or not shown. Compounds as they come; about 3.3% have a hit in one of these screens.
SMILES,TRPM1 prom inh,CaV13 ICDI inh,NR2E3 ag-1,PDI turbidity,Peg3 promoter,CF NFkB block,NR2E3 ag-2,KKLEB cytotox,HIF-2a inh,Vif inh,Shn3 3UTR inh
COc1ccc(CN2CCNC(=O)C2CC(=O)NC2CCCCCC2)c(F)c1 (configuration not stated),5,-7,-3,0,8,14,5,-12,1,-2,4
C=CCNC(=O)C1(c2ccccc2)CC1(Cl)Cl (configuration not stated),1,-3,-12,0,10,-13,1,12,24,-7,0
CCOc1ccc(NC(=O)Nc2cccnc2)cc1,-30,-8,-49,-2,-174,6,3,-7,-135,3,-47
O=C(c1ccc2oc(CCc3ccccc3)nc2c1)N1CC[C@H](O)C1,-76,-4,-86,0,-331,6,-2,-3,-187,0,-71
CC(=O)c1ccc(NCC(=O)N2CCN(c3ccccc3)CC2)cc1,2,-3,-4,-12,1,7,0,1,13,1,-13
Cc1nn(-c2ccccc2)c(C)c1CN(C)C(=O)c1ccc(S(=O)(=O)NCc2ccco2)cc1,2,-2,0,-1,17,10,1,-18,-4,0,0
O=C(CN1C(=O)CCS(=O)(=O)c2ccccc21)Nc1cccc(F)c1,-14,-7,-7,3,-1,0,1,-1,14,-1,17
O=C(CCC(=O)Nc1ccccc1)N/N=C/C=C/c1ccccc1,-7,-5,-5,-8,-13,19,0,9,-14,2,-17
Cc1c(NC(=O)c2ccc(=O)oc2)c(=O)n(-c2ccccc2)n1C,5,-5,-15,-1,-16,-4,0,1,8,-27,-9
CSc1n[nH]c(NC(=O)c2c(-c3c(Cl)cccc3Cl)noc2C)n1,13,-5,-10,1,-12,-6,3,-4,8,3,-13
O=Cc1ccc(OCCOc2ccc([N+](=O)[O-])cc2)cc1,-21,-20,-8,-3,11,0,-1,-13,-17,-1,-6
Cn1nc(C(=O)OCC(=O)c2ccc[nH]2)c2ccccc2c1=O,-3,-2,11,1,-2,5,-4,4,5,-12,-7
N#Cc1cc2c(nc1SCc1ccccc1)CCCCC2,-3,-3,-60,-2,-29,-7,2,4,-77,9,-30
CCOC(=O)N1CCN(S(=O)(=O)c2ccc(NC(C)=O)cc2)CC1,-6,-20,-9,10,8,6,-1,-1,21,-2,6
Cc1cccc(Oc2nccc(C(F)(F)F)c2C(=O)Nc2ccc(F)cc2F)c1,0,-3,15,1,4,-16,-7,4,5,-4,2
COC(=O)c1cccc(CC2(C)C(=O)Nc3cc(-c4ccccc4Cl)ccc32)c1 (configuration not stated),x,-9,-100,-11,-73,14,x,-12,-145,-28,-22
COCCNC(=O)Cc1cn(C)c2ccccc12,0,x,-10,8,-2,8,-1,-4,5,8,-27
COc1ccc(-c2nc(CS(=O)(=O)CC(=O)NCCCN3CCOCC3)c(C)o2)cc1,6,-2,-10,1,-1,-10,1,10,9,8,-7
COc1cc2[nH]c(=O)n(CCCCCC(=O)NCCCN3CCC(C)CC3)c(=O)c2cc1OC,13,-5,2,-4,1,7,2,-4,-3,16,1
O=C(Nc1cccc(NC(=S)NC(=O)c2cccs2)c1)c1ccccc1,0,-1,-14,-14,0,20,0,-31,4,3,-14
CCCC(=O)N1CCN(c2ccc(NC(=O)c3ccc4c(c3)OCCO4)cc2)CC1,13,-4,20,-24,-1,-8,1,9,17,-1,28
COc1ccc(NC(=O)NN2CCN(C)CC2)cc1,10,-5,3,-2,7,-13,x,1,0,7,2
COC(=O)c1cc(S(=O)(=O)n2nc(C)c(Br)c2C)c(Cl)cc1Cl,4,-5,3,-2,87*,-21,0,-16,37,-1,10
C=CCN(Cc1cc(OC)ccc1OC)S(=O)(=O)N(C)C,4,-6,13,20,8,-7,-4,9,4,-9,9
Cc1ccccc1OCC(=O)OCC(=O)c1ccc[nH]1,-7,-2,-42,-4,-7,16,4,-1,7,17,2
CCN(CC(=O)NCc1cccs1)C(=O)c1cccc(S(=O)(=O)Nc2ccccc2OC)c1,-3,x,4,-8,5,-2,0,0,14,8,5
Cc1cc(Nc2ccccc2C(=O)O)n(-c2cccc(Cl)c2)n1,5,-16,-5,4,15,-14,0,11,15,-7,-2
Cc1ccc(C(=O)NCCCN2CCOCC2)cc1,-5,x,-13,-6,-50,5,0,-14,-68,6,-23
COc1ccc(-c2ccc(CCC(=O)O)n2-c2ccccc2O)cc1,15,-6,-68,-3,-33,-10,-3,15,-90,4,x
CCN(CC)C(=O)c1cnn(-c2ccccc2)c1NC(=O)c1cccs1,3,x,-14,-3,7,1,3,5,15,-22,5
CC1(CC(=O)N/N=C/c2cc(Br)c(O)cc2O)OCCO1,-4,-5,8,-1,15,-12,-3,-2,8,5,-10
Cc1cc(C)c(NC(=O)CCN2CCN(Cc3ccccc3)CC2)c(C)c1,-6,-5,10,6,15,-3,1,-12,13,0,x
COc1ccc(C2CC(c3cccs3)=NN2C(=O)CN2CCCCC2)cc1 (configuration not stated),-14,-4,-7,17,-61,2,6,-6,-82,-2,-3
O=C(O)c1ccccc1-c1ccc(/C=C2\SC(=O)N(c3ccccc3)C2=O)o1,-36,-19,-30,0,-150,-16,1,2,-202,-3,-16
COc1ccc(/C(N)=N/OC(=O)N2CCOCC2)cc1,10,-7,-1,-11,-3,-10,-1,8,-8,1,-10
Cc1ccc(-n2c(-c3ccccc3)cc(=O)nc2C)cc1,-10,x,-18,-2,5,-13,1,12,22,-18,15
CCOc1ccccc1/C=N/NC(=O)c1c(C)nc2ccc(Br)cn12,-8,-19,-28,1,-1,22,1,6,13,x,19
COc1ccc(-n2c(=O)[nH]cc(C(=O)Nc3ccc(NC(C)=O)cc3)c2=O)cc1,-11,-5,-4,-2,-2,20,0,10,-8,2,-8
C[C@H](NC(=O)c1ccccc1Cl)C(=O)OCC(=O)N1CCN(c2ccccc2)CC1,3,-7,-19,11,1,-21,6,4,9,1,6
Cc1ccc(Cn2cccc(NS(C)(=O)=O)c2=O)cc1,-11,-19,-18,4,16,7,x,-7,10,-3,2
CN(C)/C=N/c1c(C#N)nnn1Cc1ccccc1,-1,0,-28,1,-1,0,-1,6,-2,1,-3
CC(=O)Cc1nsc(NC(=O)c2cc(-c3ccc(Cl)c(Cl)c3)oc2C)n1,15,-6,-25,-2,24,-7,2,17,4,0,19
Cc1ccc(S(=O)(=O)N2CCOCC2)cc1NC(=O)CSc1nnc2cc(C)c3ccccc3n12,2,-8,3,-7,4,-32,-4,11,5,-6,16
CCn1cc([N+](=O)[O-])c(C(=O)N2CCCCCC2)n1,9,-3,-13,2,14,-12,-3,14,5,-2,-3
COc1ccc(NC(=O)COC(=O)CCSc2ccccc2)cc1,6,-7,-13,3,-24,-2,x,2,-45,5,6

# Random excerpt: 3 records from the list.
SMILES,TRPM1 prom inh,CaV13 ICDI inh,NR2E3 ag-1,PDI turbidity,Peg3 promoter,CF NFkB block,NR2E3 ag-2,KKLEB cytotox,HIF-2a inh,Vif inh,Shn3 3UTR inh
CSc1n[nH]c(NC(=O)c2c(-c3c(Cl)cccc3Cl)noc2C)n1,13,-5,-10,1,-12,-6,3,-4,8,3,-13
Cc1cc(Nc2ccccc2C(=O)O)n(-c2cccc(Cl)c2)n1,5,-16,-5,4,15,-14,0,11,15,-7,-2
CCOC(=O)N1CCN(S(=O)(=O)c2ccc(NC(C)=O)cc2)CC1,-6,-20,-9,10,8,6,-1,-1,21,-2,6

# The listing continues.
SMILES,TRPM1 prom inh,CaV13 ICDI inh,NR2E3 ag-1,PDI turbidity,Peg3 promoter,CF NFkB block,NR2E3 ag-2,KKLEB cytotox,HIF-2a inh,Vif inh,Shn3 3UTR inh
COc1cccc(NC(=O)COC(=O)CCCC2=NS(=O)(=O)c3ccccc3N2)c1,8,-2,-19,-5,-8,-8,1,10,0,23,-3
Cc1ccc2nc(SCC(=O)Nc3ccc(C)c(Cl)c3)nc(=O)n2c1,-7,-4,-34,1,-41,0,0,8,-97,1,-14
CCN(CC)c1ccc(NC(=O)CN2CCN(c3ccccn3)CC2)cc1,10,-19,-3,-8,10,0,-7,0,10,-6,12
CCCC(c1nnnn1Cc1ccc(OC)cc1)N1CCN(c2ccccc2OC)CC1 (configuration not stated),13,x,-16,-6,23,3,4,3,3,x,34
O=C(O)CCNC(=O)c1ccc(Br)o1,-16,x,-30,-4,3,-5,0,4,6,2,-1
CCN(Cc1ccncc1)C(=O)CCc1nnc(CCc2ccc(OC)cc2)o1,0,-2,10,8,-6,-3,4,-2,-18,11,1
COc1cc(/C=N/n2c(C)nc3ccccc3c2=O)ccc1O,9,-4,-3,-4,3,14,-1,6,5,7,-14
COc1ccc(CC(=O)N2CCCC(CNC(=O)c3ccccc3Cl)C2)cc1 (configuration not stated),6,-1,-24,-8,-26,-8,3,4,-35,0,-24
COc1ccc2[nH]c(=O)c(CN(C)C(=O)c3ccncc3)cc2c1,5,-8,-7,2,14,4,0,3,15,-7,-11
CCN(CC(=O)NCc1ccccn1)S(=O)(=O)c1cc(Cl)ccc1Cl,-2,-6,18,-3,2,5,0,-9,7,6,9
Cc1nn(C)c(Cl)c1C(N)=O,17,-11,-8,-3,10,-4,1,-2,9,-2,-10

# One compound at a time (already shown).
# COc1ccc(NC(=O)COC(=O)CCSc2ccccc2)cc1 as listed: TRPM1 prom inh = 6; CaV13 ICDI inh = -7; NR2E3 ag-1 = -13; PDI turbidity = 3; Peg3 promoter = -24; CF NFkB block = -2; NR2E3 ag-2 = x; KKLEB cytotox = 2; HIF-2a inh = -45; Vif inh = 5; Shn3 3UTR inh = 6
# Cc1ccc(-n2c(-c3ccccc3)cc(=O)nc2C)cc1 as listed: TRPM1 prom inh = -10; CaV13 ICDI inh = x; NR2E3 ag-1 = -18; PDI turbidity = -2; Peg3 promoter = 5; CF NFkB block = -13; NR2E3 ag-2 = 1; KKLEB cytotox = 12; HIF-2a inh = 22; Vif inh = -18; Shn3 3UTR inh = 15
# Cc1ccccc1OCC(=O)OCC(=O)c1ccc[nH]1 as listed: TRPM1 prom inh = -7; CaV13 ICDI inh = -2; NR2E3 ag-1 = -42; PDI turbidity = -4; Peg3 promoter = -7; CF NFkB block = 16; NR2E3 ag-2 = 4; KKLEB cytotox = -1; HIF-2a inh = 7; Vif inh = 17; Shn3 3UTR inh = 2
